G9a block: G9a (human) methyltransferase inhibition; Q96KQ7; G9a H3K9 monomethylation, AlphaScreen, 2 h; Potency, µM (top dose mostly 102 µM), inactives show top-dose activity, negative = inhibition, actives largely listed as inhibitors; actives 8.8% (n = 350,000); AID 504332; also: % is scaled to controls: 0 for no effect and ±100 for the full control effect; nearly all actives have a fitted effect of over 75% in size
Target sequence (Q96KQ7 913-1193 limits assumed): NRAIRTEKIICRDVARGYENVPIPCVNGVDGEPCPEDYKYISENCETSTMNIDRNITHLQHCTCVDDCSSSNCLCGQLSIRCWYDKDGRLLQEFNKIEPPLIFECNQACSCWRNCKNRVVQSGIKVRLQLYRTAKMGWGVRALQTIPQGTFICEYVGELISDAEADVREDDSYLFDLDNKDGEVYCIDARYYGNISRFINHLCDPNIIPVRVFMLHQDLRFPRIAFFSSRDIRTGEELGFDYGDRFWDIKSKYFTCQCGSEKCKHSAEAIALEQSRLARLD
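Readings reflect AlphaScreen signal from monomethyl-H3K9 antibody detection. HMT at 20 nM; substrate b-H3K9 500 nM; cofactor SAM 20 uM; 2 h RT reaction; compounds tested as titrations in qHTS with 15 min preincubation.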
BAZ2B block: blocks human BAZ2B; actives 4.4% (n = 360,000); Potency, µM (titrated, usually from 114 µM), without a hit: top-dose activity change, negative = inhibition, hits mostly inhibitors; Q9UIF8; AlphaScreen BAZ2B-H3K14Ac peptide displacement; also: % is scaled to controls: 0 for no effect and ±100 for the full control effect; nearly all actives have a fitted effect of over 60% in size
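AlphaScreen luminescence quantifies BAZ2B engagement of H3K14Ac peptide; the protein and biotinylated peptide are both at 50 nM final, buffer PBS pH 7.4 with 0.01% Tween-20, all steps at room temperature.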
POLI inh: inhibitors of human DNA polymerase iota; Q9UNA4; Pol iota fluorescent replication assay, 10 min; Potency, µM (doses to about 115 µM), without a hit: at the highest dose activity, negative = inhibition, actives largely listed as inhibitors; actives 1% (n = 390,000)
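Fluorescent replication assay read twice, at 0 min and 10 min after adding 50 nM (final) substrate. Enzyme (10 nM) and compounds were first incubated 15 min at room temperature; enzyme-free buffer wells were negative controls.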
Pol kappa inh: DNA polymerase kappa (human) inhibition; Q9UBT6; purified Pol kappa, fluorescent DNA synthesis assay, 10 min; Potency, µM (top dose mostly 107 µM), for inactives: top-dose activity, negative = inhibition, actives largely listed as inhibitors; actives 0.53% (n = 400,000); AID 588579; also: % is scaled to controls: 0 for no effect and ±100 for the full control effect
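Here, compound and 10 nM enzyme are combined for 15 min at room temperature; adding 50 nM substrate (final) starts DNA synthesis, tracked by fluorescence at 0 and 10 min against buffer-only wells.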
POLB inh: blocks human DNA polymerase beta activity; P06746; Pol beta primer extension/strand displacement, fluorescence kinetic; Potency, µM (top dose mostly 114 µM), inactives show at the highest dose activity change, negative = inhibition, most hits filed as inhibitors; actives 1.3% (n = 340,000); also: % is scaled to controls: 0 for no effect and ±100 for the full control effect
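Human Pol beta at 10 nM; strand-displacement substrate 50 nM final. Compound exposure 15 min at room temperature before start, reaction 10 min at room temperature.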
BLM inh: inhibitors of human Bloom syndrome helicase BLM; P54132; recombinant BLM DNA unwinding, fluorescence dequenching; Potency, µM (series often up to 56.1 µM), without a hit: top-dose activity change, negative = inhibition, actives largely listed as inhibitors; actives 0.2% (n = 350,000);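 also: plate controls were vehicle for no effect and no enzyme for full effect; nearly all actives have a fitted effect of over 35% in size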
Pol eta inh: DNA polymerase eta (human) inhibition. Q9Y253. recombinant Pol eta, fluorescent DNA replication assay. Potency, µM (top dose mostly 114 µM), for the others: at the highest dose activity change, negative = inhibition, hits mostly inhibitors. actives 1.2% (n = 390,000). AID 588591; also: % is scaled to controls: 0 for no effect and ±100 for the full control effect
Target sequence (Q9Y253 whole entry, looked up): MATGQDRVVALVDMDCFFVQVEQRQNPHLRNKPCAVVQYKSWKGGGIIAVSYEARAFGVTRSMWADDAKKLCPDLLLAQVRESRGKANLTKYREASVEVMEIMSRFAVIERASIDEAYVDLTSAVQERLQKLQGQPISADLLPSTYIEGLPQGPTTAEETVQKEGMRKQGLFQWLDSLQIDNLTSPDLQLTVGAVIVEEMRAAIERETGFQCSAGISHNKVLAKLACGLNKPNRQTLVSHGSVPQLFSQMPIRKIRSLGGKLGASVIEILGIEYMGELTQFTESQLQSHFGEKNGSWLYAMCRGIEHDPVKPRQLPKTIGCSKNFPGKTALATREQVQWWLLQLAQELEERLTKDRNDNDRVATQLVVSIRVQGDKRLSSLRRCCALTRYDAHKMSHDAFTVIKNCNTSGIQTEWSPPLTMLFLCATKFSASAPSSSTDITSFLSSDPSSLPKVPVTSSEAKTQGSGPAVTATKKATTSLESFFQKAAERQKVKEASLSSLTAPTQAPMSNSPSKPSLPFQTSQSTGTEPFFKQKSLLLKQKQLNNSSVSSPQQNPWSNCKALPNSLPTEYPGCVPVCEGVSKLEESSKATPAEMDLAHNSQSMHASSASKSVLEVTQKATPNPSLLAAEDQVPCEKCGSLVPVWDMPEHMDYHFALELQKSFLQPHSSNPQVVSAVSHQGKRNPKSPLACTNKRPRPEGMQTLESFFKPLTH
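Fluorescent replication assay: 50 nM final substrate added after a 15 min room-temperature compound preincubation with 10 nM enzyme. Signal taken at 0 min and again at 10 min.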
Apoferritin bind: candidate novel general anesthetic via apoferritin binding; P02791; apoferritin/1-aminoanthracene competitive binding, fluorescence; Potency, µM (doses to about 77.5 µM), for inactives: top-dose activity change, negative = displacement, actives largely listed as inhibitors; actives 0.074% (n = 350,000); also: % is scaled to controls: 0 for no effect and ±100 for the full control effect; nearly all actives have a fitted effect of over 20% in size
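10 uM apoferritin + 50% sat. 1-AMA, PBS; cpd 10 min RT; Ex380/Em535 endpoint; normalized to free probe vs complex; 4-param Hill fit; propofol titration as pos. ctrl.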
APE1 inh: blocks human APE1 abasic DNA cleavage | Potency, µM (top dose mostly 65.8 µM), for inactives: at the top dose activity change, negative = inhibition, actives largely listed as inhibitors | P27695 | actives 0.35% (n = 350,000) | recombinant APE1, TAMRA/BHQ-2 abasic DNA cleavage fluorescence;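 also: plate controls were vehicle for no effect and reference inhibitor for full effect; nearly all actives have a fitted effect of over 55% in size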
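Readout is kinetic fluorescence (ex 525, em 598 nm) from cleavage of 50 nM TAMRA/BHQ-2 THF abasic duplex by 0.75 nM APE1, compound added 15 min beforehand at RT.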
Numbers without * were called inactive; ? = inconclusive; . = no result given; & = joins results of further samples; [ ] = remark or other dose. Calls follow the shape of the dose curve; as a rule, active = well fitted curve in the direction sought with a large enough effect; inconclusive = small, poorly fitted or top-dose-only effect, or another doubt; inactive = no such curve, though single readings can be large; an effect the other way counts as inactive or inconclusive. Potency is read from the fitted curve at half-maximal effect. Not all compounds are listed; the hit share may differ from the screen's.

1. CCOC(=O)C1(CCOC)CCN(Cc2ccc(C3CCCCO3)s2)CC1 (stereo not drawn)
2. CCOC(=O)c1c(NC(=O)COC(=O)Cn2c(C)nc3ccccc32)sc2c1CCCC2
3. Cc1cc(SCc2ccc(C(F)(F)F)cc2)nc(=O)[nH]1
4. CCOC(=O)c1c(N)sc(C(=O)N(C)C)c1C
5. O=C(Nc1nc2ccc(S(=O)(=O)N3CCCCC3)cc2s1)c1cccnc1
6. CS(=O)(=O)N(Cc1ccccc1)c1ccc(C(=O)N2CCc3ccccc3C2)cc1
7. Cn1cc(CN2CCN(CCc3ccccc3)C(CCO)C2)cn1 (stereo not drawn)
8. CC(=O)N1CCc2cc(S(=O)(=O)CCC(=O)Nc3cc(C)cc(C)c3)ccc21
assay / entry	1	2	3	4	5	6	7	8
BAZ2B block	-8%	-7%	-8%	10%	2%	-3%	-3%	-19%
POLB inh	1%	-12%	4%	27%	2%	29%	2%	3%
APE1 inh	-4%	4%	-3%	-2%	-1%	-3%	-5%	-16%
G9a block	5%	10%[59 µM]	.	-29%[59 µM]	?	-27%[59 µM]	3%	-9%
Apoferritin bind	-4%	8%	10%	-12%	-15%	-14%	-2%	4%
BLM inh	-3%	-21%	-2%	-2%	-1%	-7%	-5%	2%
POLI inh	27%	-2%	10%	-3%	-14%	16%	32%[activator]	11%
Pol kappa inh	10%	-1%	3%	-4%	-4%	-13%	2%[60.1 µM]	-15%
Pol eta inh	-12%	-23%	-15%	-8%	-1%	-11%	-12%	1%

9. Cc1cccc(NC(=O)Cc2cccs2)n1
10. CC(C#N)(NC(=O)CN1CCN(S(=O)(=O)c2ccccc2C#N)CC1)C1CC1 (stereo not drawn)
11. CC(C)CC(NS(=O)(=O)c1ccc2[nH]c(=O)c(=O)[nH]c2c1)C(=O)O (stereo not drawn)
12. CCC(C)c1ccccc1N1CC(C(=O)Nc2cccc(S(=O)(=O)N3CCOCC3)c2)CC1=O (stereo not drawn)
13. O=C1NCCCN1Cc1ccc(F)cc1
14. CCOc1ccc(C(=O)c2cc3ccc(O)cc3oc2=O)cc1
15. C=CCOc1ccc(CNC(C)(C)CO)cc1OC
16. COc1ccc(-n2nc(C(=O)NCC(=O)NCCCN3CCOCC3)c3ccccc3c2=O)c(OC)c1
assay / entry	9	10	11	12	13	14	15	16
BAZ2B block	?	11%	-16%	-17%	6%	5%	-28%	-1%
POLB inh	40µM*	.	40%	20%	19%	96%	35%	47%
APE1 inh	2%	4%	22%	35%	18%	1%	4%	23%
G9a block	2%[59 µM]	-5%[12.7 µM]	.	3%	6%[59 µM]	2%	110%[activator][59 µM]	10%
Apoferritin bind	-14%	.	0%	-13%	-15%	-15%	-8%	-5%
BLM inh	-4%	.	1%	-3%	-3%	-8%	0%	0%
POLI inh	5%	8%	47%[activator]	30%	26%	15%	-1%	44%[activator]
Pol kappa inh	-33%	-4%	-4%	5%	-9%	-6%	-13%	2%
Pol eta inh	11%	-21%	-6%	-5%	-10%	-16%	3%	-8%

17. CN1CC(=O)N(CC(=O)Nc2cccc(C#N)c2)c2ccccc2C1=O
18. CC(C)NC(=O)/C(=C/c1cn(-c2ccccc2)nc1-c1cccc([N+](=O)[O-])c1)NC(=O)c1ccccc1
19. CCCOc1ccc(C(=O)CCCC(=O)c2ccc(OCCC)cc2)cc1
20. COc1ccccc1NS(=O)(=O)c1cc(C(=O)N2CCCCCCC2)ccc1C
21. C=CCn1c(C(C)NC(=O)c2cccc(C)c2)n[nH]c1=S (stereo not drawn)
22. N=C(N)SCP(=O)(c1ccccc1)c1ccccc1
23. Cc1nn(-c2ccccc2)c2nc(=O)n(-c3ccccc3)cc12
24. Cc1ccc(NC(=O)c2cnn(-c3ccccc3)c2NC(=O)c2ccco2)cc1
assay / entry	17	18	19	20	21	22	23	24
BAZ2B block	1%	-4%	44%[activator]	7%	-4%	-10%	3%	5%
POLB inh	-1%	1%	24%	.	2%	35%	30%	6%
APE1 inh	.	4%	-3%	-8%	-2%	18%	0%	0%
G9a block	8%[59 µM]	-5%[59 µM]	.	-9%	28µM*	7%[12.7 µM]	11%[59 µM]	15%
Apoferritin bind	2%	-10%	-2%	.	-5%	-1%	-8%	-1%
BLM inh	2%	-1%	0%	.	2%	0%	3%	0%
POLI inh	24%	-5%	16%	7%	-12%	?	?	0%
Pol kappa inh	-9%[60.1 µM]	-15%	7%	-16%	5%	-10%	-9%	-12%
Pol eta inh	-24%	-16%	-12%	-2%	-6%	0%	-4%	-20%

Complete entries, quoted from the list. Order of screens: BAZ2B block, POLB inh, APE1 inh, G9a block, Apoferritin bind, BLM inh, POLI inh, Pol kappa inh, Pol eta inh
Profile of `N=C(N)SCP(=O)(c1ccccc1)c1ccccc1` → -10%, 35%, 18%, 7%[12.7 µM], -1%, 0%, ?, -10%, 0%
Profile of `C=CCn1c(C(C)NC(=O)c2cccc(C)c2)n[nH]c1=S` (stereo not drawn) → -4%, 2%, -2%, 28µM*, -5%, 2%, -12%, 5%, -6%

Next compounds follow.
25. CC(=O)Nc1ccc(S(=O)(=O)Nc2ccc3c(c2)OCCO3)cc1Cl
26. CC(C)OCCCn1c(=O)c2ccccc2n2c(CCC(=O)O)nnc12
27. COc1ccccc1Nc1ncc(C(=O)Nc2ccc(OC)c(OC)c2)c2ccccc12
28. N#CC[C@H](Cc1ccccc1)N1CCN(CCc2ccccc2)CCC1=O
29. CC[C@H]1CCCCc2ccccc2[C@@H](C(=O)C[C@@H](O)CC(C)=O)OC1=O
30. O=C(O)C1CCN(C(=O)CSc2nc3ccccc3s2)CC1
31. CCOc1ccc(NC(=O)Cn2cc(C(=O)CC)c3ccccc32)cc1
32. O=C(Cc1ccccc1)Nc1ccc(Cl)cn1
assay / entry	25	26	27	28	29	30	31	32
BAZ2B block	-6%	-35%	-21%&-8%	-9%	.	-14%	-15%	-12%
POLB inh	-3%	17%	?	18%	.	20%	-9%	-11%
APE1 inh	-3%	-2%	3%	43%	6%	-5%	19%	23%
G9a block	8%	2%	-31%[59 µM]	11%	.	-39%	13%	14%
Apoferritin bind	-8%	3%	350%&-10%[activator]	-4%	.	-1%	-7%	-13%
BLM inh	2%	0%	-7%&-10%	4%	.	-6%	-2%	-2%
POLI inh	33%	101%[activator]	-11%&-21%	38%&13%[activator]	-5%	51%[activator]	-16%	78%[activator]
Pol kappa inh	-2%	-9%	1%&-26%	-2%&15%	17%	-9%	-2%	-3%
Pol eta inh	-21%	1%	0%&-1%	-12%	-11%	-9%	-7%	8%

33. Cc1nn(C(=O)c2cccnc2)c(C)c1Sc1ccccc1
34. COc1ccc(CCC(C)N(C)Cc2ccccc2)cc1 (stereo not drawn)
35. O=C(c1cccs1)c1coc2ccc(O)c(CN(CCO)CCO)c12
36. CCOc1ccc(/C=C2\SC(=O)N(CCNC(=O)CN3C(=O)NC4(CCCC4)C3=O)C2=O)cc1OC
37. Cc1ccc(C)c(OCC(=O)Nc2ccccc2C(=O)N2CCN(C)CC2)c1
38. CCN(CC)C(=O)c1[nH]cnc1C(=O)N[C@@H](CC(C)C)C(=O)OCc1ccccc1
39. Cc1ccc(S(=O)(=O)c2nnn(-c3ccc(F)c(Cl)c3)c2N)cc1
40. CCn1nc(C)cc1C(=O)N1CCCC(N(C)CCc2ccc(OC)c(OC)c2)C1 (stereo not drawn)
41. O=C(NCc1ccncc1)c1cccc(NS(=O)(=O)c2ccc(F)c(F)c2)c1
42. CCN(CC)S(=O)(=O)c1ccc(NC(=S)NC(=O)C2CCC2)cc1
assay / entry	33	34	35	36	37	38	39	40	41	42
BAZ2B block	1%	-12%	-2%	-17%	-24%	?	-1%	-16%	10%	-12%
POLB inh	28%	7%	-13%	25%	25%	20%	-20%	6%	.	15%
APE1 inh	1%	13%	0%	12%	19%	7%	.	16%	16%	0%
G9a block	-10%[59 µM]	-7%	40µM*	5%	?	-9%[12.7 µM]	4%[59 µM]	.	0%[59 µM]	.
Apoferritin bind	-4%	-7%	-23%	-15%	-6%	-11%	-5%	?	.	-23%
BLM inh	-4%	-2%	5%	1%	1%	-4%	0%	-1%	.	-5%
POLI inh	21%	-18%	2%	8%	17%	?	10%	33%[activator]	-12%	21%
Pol kappa inh	-11%	-1%	0%	2%	-10%	-10%	-9%[60.1 µM]	-5%	-1%	0%
Pol eta inh	-18%	5%	-2%	-4%	-2%	-11%	-24%	1%	-10%	-25%

Some of the entries above, reformatted:
nr	compound	BAZ2B block	POLB inh	APE1 inh	G9a block	Apoferritin bind	BLM inh	POLI inh	Pol kappa inh	Pol eta inh
36	CCOc1ccc(/C=C2\SC(=O)N(CCNC(=O)CN3C(=O)NC4(CCCC4)C3=O)C2=O)cc1OC	-17%	25%	12%	5%	-15%	1%	8%	2%	-4%
37	Cc1ccc(C)c(OCC(=O)Nc2ccccc2C(=O)N2CCN(C)CC2)c1	-24%	25%	19%	?	-6%	1%	17%	-10%	-2%
38	CCN(CC)C(=O)c1[nH]cnc1C(=O)N[C@@H](CC(C)C)C(=O)OCc1ccccc1	?	20%	7%	-9%[12.7 µM]	-11%	-4%	?	-10%	-11%
39	Cc1ccc(S(=O)(=O)c2nnn(-c3ccc(F)c(Cl)c3)c2N)cc1	-1%	-20%	.	4%[59 µM]	-5%	0%	10%	-9%[60.1 µM]	-24%
40	CCn1nc(C)cc1C(=O)N1CCCC(N(C)CCc2ccc(OC)c(OC)c2)C1 (stereo not drawn)	-16%	6%	16%	.	?	-1%	33%[activator]	-5%	1%

Screen by screen, as entered above:
G9a block, entries 11–16: ., 3%, 6%[59 µM], 2%, 110%[activator][59 µM], 10%
POLB inh, entries 11–16: 40%, 20%, 19%, 96%, 35%, 47%

Screens deposited in PubChem BioAssay by National Center for Advancing Translational Sciences (NCATS).
